RECQ1 inh – inhibitors of human RECQ1 DNA helicase; P46063; RECQ1 DNA unwinding, red fluorescence kinetic read; Potency, µM (doses to about 57.3 µM), inactives show top-dose activity, negative = inhibition, most hits filed as inhibitors; actives 0.54% (n = 240,000); AID 2549; active = well fitted inhibition curve with a large enough effect; inconclusive = small, poorly fitted or top-dose-only effect;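 note: plate controls were vehicle for no effect and no enzyme for full effect; nearly all actives have a fitted effect of over 30% in size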
Target sequence (P46063 whole entry, looked up): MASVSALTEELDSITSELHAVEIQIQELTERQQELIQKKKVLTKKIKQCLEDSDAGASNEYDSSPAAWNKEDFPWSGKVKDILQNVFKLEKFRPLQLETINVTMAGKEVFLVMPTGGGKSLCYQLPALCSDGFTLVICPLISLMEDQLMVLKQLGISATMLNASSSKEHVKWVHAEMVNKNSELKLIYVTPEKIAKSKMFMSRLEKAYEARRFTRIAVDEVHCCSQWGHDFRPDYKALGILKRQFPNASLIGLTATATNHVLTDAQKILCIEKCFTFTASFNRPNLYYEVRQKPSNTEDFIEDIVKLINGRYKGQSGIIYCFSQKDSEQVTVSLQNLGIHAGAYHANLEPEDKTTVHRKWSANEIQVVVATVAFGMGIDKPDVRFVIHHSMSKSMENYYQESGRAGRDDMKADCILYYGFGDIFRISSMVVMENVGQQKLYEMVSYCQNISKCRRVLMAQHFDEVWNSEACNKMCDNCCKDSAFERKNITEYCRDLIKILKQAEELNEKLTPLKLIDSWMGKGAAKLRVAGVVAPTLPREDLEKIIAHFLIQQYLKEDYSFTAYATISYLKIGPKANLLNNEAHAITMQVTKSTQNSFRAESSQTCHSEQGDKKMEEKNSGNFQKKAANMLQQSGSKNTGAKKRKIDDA
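RECQ1T1 50 nM; forked duplex (20 bp + 30-nt ss tails) 200 nM, ATP 2 mM final; pH 8.0, 2 mM MgCl2, 2.5 ug/ml poly(dI-dC); 15 min compound preincubation; discontinuous kinetic read over 2 h at RT.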
LMNA splice mod – changes lamin A minigene splicing in HeLa cells; HeLa LMNA splicing GFP/RFP minigene ratio, 48 h; Potency, µM (highest dose often 46.1 µM), without a hit: at the highest dose ratio change, negative = inhibition, most hits filed as inhibitors; actives 0.01% (n = 200,000); AID 1487; active = well fitted inhibition curve with a large enough effect in the signal ratio, with a control signal flat, not every such curve was filed as active; inconclusive = small, poorly fitted or top-dose-only effect, or effect the other way, or a change in a side signal; the % refers to the signal ratio
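S3 HeLa stable clones carrying a lamin A-EGFP splicing minigene plus DsRed2 were seeded at 600 cells/well in Opti-MEM with 2% FBS, pin-dosed and incubated 48 h at 37°C. Acumen cytometry (488 nm) gave the GFP/RFP total-intensity ratio.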
ALDH1A1 block – blocks purified human ALDH1A1 activity; P00352; Potency, µM (top dose mostly 75.3 µM), inactives show at the top dose activity, negative = inhibition, actives largely listed as inhibitors; AID 1030; actives 7.3% (n = 220,000); Purified ALDH1A1, NADH fluorescence, propionaldehyde substrate; active = well fitted inhibition curve with a large enough effect, not every such curve was filed as active; inconclusive = small, poorly fitted or top-dose-only effect, or another doubt; inactive = no such curve, though single readings can be large or run the other way;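 note: plate controls were no enzyme wells and a reference inhibitor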
* = called active by the depositor; i = inactive; ? = inconclusive; [ ] = another dose, or the depositor's remark. Unless noted, % is set by controls: 0 for no effect and ±100 for the full control effect; potency is the fitted concentration of half-maximal effect. An excerpt; count on the stated rates, not on these rows.

Value order – RECQ1 inh | LMNA splice mod | ALDH1A1 block
CN(C)c1ncc2nc(-c3cccs3)c(=O)n(CCC#N)c2n1
 : -3% | -3% | ?
COc1ccccc1CNc1cc(-c2c(C)noc2C)ncn1
 : -1% | ? | 8%
CN(C)c1ncc2nc(-c3ccccc3)c(=O)n(Cc3ccc(F)cc3)c2n1
 : -10% | 11% | ?
Cc1cccc(CNc2cc(-c3ccccc3Cl)ncn2)c1
 : -2% | ? | -15%
c1ccc(Nc2ncnc3ccc(-c4ccoc4)cc23)cc1
 : -10% | ? | ?
COc1ccccc1-c1nccc(NCc2cccs2)n1
 : -10% | ? | ?
COc1ccccc1CNc1ncncc1-c1cccc(NS(C)(=O)=O)c1
 : -9% | -7% | 0%
COc1ccc(Oc2ncc3nc(-c4ccc(F)cc4)c(=O)n(Cc4cccs4)c3n2)cc1
 : -4% | ? | ?
COc1cccc(Nc2ncc3ncc(=O)n(C[C@H]4CCCO4)c3n2)c1
 : -2% | ? | -12%
COCCn1c(=O)c(CCc2ccccc2)nc2cnc(N3CCOCC3)nc21
 : i | -1% | ?
c1nc(NCCN2CCOCC2)c2cc(-c3ccoc3)ccc2n1
 : -2% | 2% | ?
Cc1cnc(CNc2cc(-c3ccc(C(=O)N(C)C)cc3)ncn2)cn1
 : -11% | -7% | ?
COc1cccc(Nc2ncc3ncc(=O)n(CCc4ccccc4)c3n2)c1
 : ? | ? | 9%
CN(Cc1ccco1)c1cc(-c2ccoc2)ncn1
 : -18% | 2% | 25µM*
COc1cccc(-c2cncnc2NCc2cccnc2)c1
 : i | 7% | 16%
COCCNc1ncncc1-c1ccccc1OC
 : 15% | ? | ?
COc1ccc(Oc2ncc3nc(CCc4ccccc4)c(=O)n(C[C@H]4CCCO4)c3n2)cc1
 : 1% | ? | ?
CN(C)C(=O)c1ccc(-c2cc(NCc3cccnc3)ncn2)cc1
 : i | -10% | ?
CCNc1ncc2ncc(=O)n(Cc3ccc(F)cc3)c2n1
 : -3% | ? | ?
COc1ncc2nc(C)c(=O)n(C3CC3)c2n1
 : i | -4% | ?
CN(C)c1ncc2nc(-c3cccs3)c(=O)n(C[C@H]3CCCO3)c2n1
 : i | -1% | ?
c1cncc(CNc2cc(-c3ccoc3)ncn2)c1
 : -3% | -15% | ?
N#CCCn1c(=O)c(-c2cc(F)cc(F)c2)nc2cnc(Nc3ccccc3)nc21
 : -9% | ? | 24%
N#Cc1cccc(-c2ccc3ncnc(NCc4cccs4)c3c2)c1
 : ? | ? | ?
COc1cccc(Cn2c(=O)c(CCc3ccccc3)nc3cnc(N(C)C)nc32)c1
 : -7% | -7% | ?
Cc1cnc(CNc2cc(-c3ccccc3CN(C)C)ncn2)cn1
 : 53%[activator] | -5% | ?
CCNc1ncc2nc(CCc3ccccc3)c(=O)n(Cc3ccc(F)cc3)c2n1
 : 5% | ? | ?
CN1CCN(c2ncc3nc(-c4cccc(C#N)c4)c(=O)n(CCc4ccccc4)c3n2)CC1
 : -1% | ? | ?
c1ccc2c(NC3CCNCC3)nc(-c3ccoc3)nc2c1
 : -4% | -18% | ?
COc1ccc(-c2nc3cnc(N(C)C)nc3n(Cc3cccs3)c2=O)cc1
 : i | ? | ?
O=c1c(-c2cccs2)nc2cnc(N3CCNCC3)nc2n1C1CC1
 : -4% | ? | ?
Clc1ccccc1-c1nccc(NCCN2CCOCC2)n1
 : i | 0% | ?
COCCn1c(=O)c(-c2ccc(OC)cc2)nc2cnc(N3CCOCC3)nc21
 : 0% | -2% | ?
Cc1noc(C)c1-c1nc(NCCN2CCOCC2)c2ccccc2n1
 : -5% | -8% | -8%
COc1ccc(CNc2ncncc2-c2c(C)noc2C)c(OC)c1
 : -2% | -4% | 12%
COc1ccccc1-c1nccc(NCc2cccnc2)n1
 : i | -19% | ?
COc1cccc(Cn2c(=O)c(C)nc3cnc(N4CCN(C)CC4)nc32)c1
 : 0% | ? | ?
O=c1c(-c2ccccc2)nc2cnc(N3CCOCC3)nc2n1C1CC1
 : i | -4% | ?
COCCn1c(=O)c(-c2cn(C)c3ccccc23)nc2cnc(N3CCNCC3)nc21
 : i | -7% | ?
COc1ccc(-n2c(=O)c(-c3ccccc3)nc3cnc(N4CCOCC4)nc32)cc1
 : -4% | ? | ?
Cc1ccccc1-c1nc(N(C)C)c2ccccc2n1
 : -6% | -5% | 7%
Cc1cnc(CNc2ncnc3ccc(-c4ccc(C(=O)N(C)C)cc4)cc23)cn1
 : 3% | -3% | ?
CC(=O)NCCNc1ccnc(-c2ccccc2C)n1
 : -6% | 4% | ?
CC(=O)NCCNc1nc(-c2c(C)noc2C)nc2ccccc12
 : -4% | -18% | 13%
CN1CCN(c2ncc3ncc(=O)n(CCc4ccccc4)c3n2)CC1
 : -8% | -3% | ?
COCCn1c(=O)c(-c2cn(C)c3ccccc23)nc2cnc(N3CCOCC3)nc21
 : -4% | 5% | 12%
COCCn1c(=O)c(-c2ccccc2)nc2cnc(N3CCN(C)CC3)nc21
 : -3% | -11% | ?
COc1cccc(Cn2c(=O)c(-c3ccc(F)cc3)nc3cnc(OC)nc32)c1
 : i | ? | ?
COc1cccc(-c2cc(NCc3ccc(OC)cc3OC)ncn2)c1
 : i | ? | ?
Cc1ccccc1-c1nc(N2CCNCC2)c2ccccc2n1
 : -9% | 1% | 7%
Fc1ccc(Nc2ccnc(-c3ccoc3)n2)cc1
 : -2% | ? | 32µM*
CN(C)c1ncc2nc(-c3ccc(F)cc3)c(=O)n(C)c2n1
 : 0% | 17% | ?
CCNc1ncc2nc(-c3ccc(OC)cc3)c(=O)n(C)c2n1
 : i | 7% | ?
Cc1ccccc1-c1nccc(NCc2cccs2)n1
 : -9% | -3% | ?
CN(C)Cc1ccccc1-c1nccc(Nc2ccc(F)cc2)n1
 : -10% | -8% | 12%
CN(C)c1ccc(-c2ccc3ncnc(-n4ccnc4)c3c2)cc1
 : -12% | ? | ?
COCCn1c(=O)c(-c2cccc(C#N)c2)nc2cnc(N3CCOCC3)nc21
 : -12% | 3% | ?
O=c1c(-c2cccs2)nc2cnc(N3CCOCC3)nc2n1Cc1cccs1
 : -8% | ? | 0%
CN(C)c1ccc(-c2cncnc2-n2ccnc2)cc1
 : -8% | 11% | ?
COc1cccc(-c2ccc3ncnc(N4CCOCC4)c3c2)c1
 : -3% | ? | 47%[activator]

No new results follow: an excerpt of the list.
Value order – RECQ1 inh | LMNA splice mod | ALDH1A1 block
COc1cccc(Cn2c(=O)c(C)nc3cnc(N4CCN(C)CC4)nc32)c1
 : 0% | ? | ?
O=c1c(-c2ccccc2)nc2cnc(N3CCOCC3)nc2n1C1CC1
 : i | -4% | ?
COCCn1c(=O)c(-c2cn(C)c3ccccc23)nc2cnc(N3CCNCC3)nc21
 : i | -7% | ?
COc1ccc(-n2c(=O)c(-c3ccccc3)nc3cnc(N4CCOCC4)nc32)cc1
 : -4% | ? | ?
Cc1ccccc1-c1nc(N(C)C)c2ccccc2n1
 : -6% | -5% | 7%
Cc1cnc(CNc2ncnc3ccc(-c4ccc(C(=O)N(C)C)cc4)cc23)cn1
 : 3% | -3% | ?
CC(=O)NCCNc1ccnc(-c2ccccc2C)n1
 : -6% | 4% | ?
CC(=O)NCCNc1nc(-c2c(C)noc2C)nc2ccccc12
 : -4% | -18% | 13%
CN1CCN(c2ncc3ncc(=O)n(CCc4ccccc4)c3n2)CC1
 : -8% | -3% | ?
COCCn1c(=O)c(-c2cn(C)c3ccccc23)nc2cnc(N3CCOCC3)nc21
 : -4% | 5% | 12%
COCCn1c(=O)c(-c2ccccc2)nc2cnc(N3CCN(C)CC3)nc21
 : -3% | -11% | ?
COc1cccc(Cn2c(=O)c(-c3ccc(F)cc3)nc3cnc(OC)nc32)c1
 : i | ? | ?
COc1cccc(-c2cc(NCc3ccc(OC)cc3OC)ncn2)c1
 : i | ? | ?
Cc1ccccc1-c1nc(N2CCNCC2)c2ccccc2n1
 : -9% | 1% | 7%
Fc1ccc(Nc2ccnc(-c3ccoc3)n2)cc1
 : -2% | ? | 32µM*
CN(C)c1ncc2nc(-c3ccc(F)cc3)c(=O)n(C)c2n1
 : 0% | 17% | ?
CCNc1ncc2nc(-c3ccc(OC)cc3)c(=O)n(C)c2n1
 : i | 7% | ?
Cc1ccccc1-c1nccc(NCc2cccs2)n1
 : -9% | -3% | ?
CN(C)Cc1ccccc1-c1nccc(Nc2ccc(F)cc2)n1
 : -10% | -8% | 12%
CN(C)c1ccc(-c2ccc3ncnc(-n4ccnc4)c3c2)cc1
 : -12% | ? | ?
COCCn1c(=O)c(-c2cccc(C#N)c2)nc2cnc(N3CCOCC3)nc21
 : -12% | 3% | ?
O=c1c(-c2cccs2)nc2cnc(N3CCOCC3)nc2n1Cc1cccs1
 : -8% | ? | 0%
CN(C)c1ccc(-c2cncnc2-n2ccnc2)cc1
 : -8% | 11% | ?
COc1cccc(-c2ccc3ncnc(N4CCOCC4)c3c2)c1
 : -3% | ? | 47%[activator]

Next section
Value order – RECQ1 inh | LMNA splice mod | ALDH1A1 block
COCCn1c(=O)c(-c2ccc(Cl)cc2)nc2cnc(Nc3ccccc3)nc21
 : 1% | ? | ?
COc1cccc(Cn2c(=O)c(-c3cccc(C#N)c3)nc3cnc(OC)nc32)c1
 : -1% | ? | ?
Cc1noc(C)c1-c1nccc(Nc2ccc(F)cc2)n1
 : -7% | ? | -12%
COc1ccccc1CNc1ncnc2ccc(-c3cccc(C#N)c3)cc12
 : -13% | ? | ?
Clc1ccccc1-c1ccc2ncnc(NCCN3CCOCC3)c2c1
 : i | ? | -6%
Cc1nc2cncnc2n(C2CC2)c1=O
 : -1% | -2% | ?
COc1cccc(Nc2ncc3nc(C)c(=O)n(C[C@H]4CCCO4)c3n2)c1
 : 10% | -20% | 12%
c1cncc(CNc2ccnc(-c3ccc4c(c3)OCO4)n2)c1
 : i | ? | ?
N#Cc1cccc(-c2nc3cnc(N4CCOCC4)nc3n(Cc3ccc(F)cc3)c2=O)c1
 : -5% | 11% | ?
COCCn1c(=O)c(CCc2ccccc2)nc2cnc(Oc3ccccc3)nc21
 : -9% | ? | ?
COc1ccc(CNc2cc(-c3ccoc3)ncn2)c(OC)c1
 : -14% | ? | 25µM*
COCCn1c(=O)c(-c2ccc(Cl)cc2)nc2cnc(Oc3cccc(Cl)c3)nc21
 : i | 20% | ?
CN(Cc1ccco1)c1ncncc1-c1ccccc1C(F)(F)F
 : -6% | -4% | -3%
COc1ccc(Oc2ncc3nc(-c4cccs4)c(=O)n(CCC#N)c3n2)cc1
 : -6% | -2% | -15%
COc1ccc(-n2c(=O)c(C)nc3cnc(OC)nc32)cc1
 : 5% | -12% | ?
Cc1nc2cnc(N3CCNCC3)nc2n(Cc2cccs2)c1=O
 : i | -2% | ?
Cc1ccccc1-c1ccc2ncnc(N3CCNCC3)c2c1
 : 2% | 15% | ?
COCCn1c(=O)c(-c2cccs2)nc2cnc(N3CCNCC3)nc21
 : i | ? | ?
CN1CCN(c2ncnc3ccc(-c4cccc(NS(C)(=O)=O)c4)cc23)CC1
 : -11% | ? | ?
Cc1nc2cnc(N3CCOCC3)nc2n(C[C@H]2CCCO2)c1=O
 : -7% | 2% | ?
COc1ccc(-n2c(=O)c(CCc3ccccc3)nc3cnc(N4CCOCC4)nc32)cc1
 : i | -8% | ?
CNc1nc(-c2ccc3c(c2)OCO3)nc2ccccc12
 : i | ? | -15%
COCCn1c(=O)c(C)nc2cnc(Oc3ccc(OC)cc3)nc21
 : i | -2% | -12%
COc1ncc2nc(-c3ccc(Cl)cc3)c(=O)n(CCC#N)c2n1
 : i | 0% | -3%
Cc1nc2cnc(OCc3ccccc3)nc2n(C)c1=O
 : -4% | -6% | -12%
COc1ccccc1CNc1ncncc1-c1cccnc1
 : i | -3% | ?
COc1ccccc1-c1cncnc1NCc1cccs1
 : i | 4% | 14%
CNc1ncncc1-c1c(C)noc1C
 : -2% | 2% | 5%
CS(=O)(=O)Nc1cccc(-c2nc(-n3ccnc3)c3ccccc3n2)c1
 : -5% | ? | 4%
COc1ccccc1CNc1cc(-c2ccccc2C(F)(F)F)ncn1
 : -6% | ? | 2%
CN(C)Cc1ccccc1-c1nc(NC2CC2)c2ccccc2n1
 : i | -6% | 20%
